Keap1-Nrf2 PPI: disrupts human Keap1 binding to Nrf2 peptide. Q14145. Keap1 Kelch-Nrf2 peptide fluorescence polarization, 1536-well. inhibition, % at 9.4 µM. 340,000 compounds, 0.15% hits; in the data active = inhibition above about 12%;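 note: human Keap1 Kelch domain with fluorescein labeled Nrf2 9mer peptide probe; 0% = neutral control wells and 100% = peptide positive control; higher means more block of Keap1 binding to Nrf2 peptide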
Target sequence (Q14145 whole entry, looked up, the tested form may be a part): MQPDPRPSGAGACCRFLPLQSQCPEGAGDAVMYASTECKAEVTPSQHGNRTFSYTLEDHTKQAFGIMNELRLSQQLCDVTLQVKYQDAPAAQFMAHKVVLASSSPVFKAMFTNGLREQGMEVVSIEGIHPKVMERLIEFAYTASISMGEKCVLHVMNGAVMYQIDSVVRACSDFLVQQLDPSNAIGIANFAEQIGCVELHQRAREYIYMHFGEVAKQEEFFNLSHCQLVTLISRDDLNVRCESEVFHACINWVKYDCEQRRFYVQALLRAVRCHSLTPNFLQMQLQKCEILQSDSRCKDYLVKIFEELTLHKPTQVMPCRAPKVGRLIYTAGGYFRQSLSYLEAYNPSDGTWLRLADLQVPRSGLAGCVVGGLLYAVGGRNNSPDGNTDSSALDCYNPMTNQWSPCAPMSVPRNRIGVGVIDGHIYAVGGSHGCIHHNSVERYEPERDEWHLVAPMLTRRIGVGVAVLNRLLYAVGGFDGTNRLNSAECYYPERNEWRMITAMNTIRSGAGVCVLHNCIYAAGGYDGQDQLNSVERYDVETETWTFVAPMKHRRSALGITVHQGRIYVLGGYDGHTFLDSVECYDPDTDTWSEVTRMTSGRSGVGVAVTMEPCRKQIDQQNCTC
PKA-R2B act: activators of human PKA-R2B complex; PKA-R2B holoenzyme dissociation, Cy5-IP20 fluorescence polarization; R2B truncated from residue 108, S112A mutant; 0% DMSO only, 100% 113 µM cGMP; 340,000 compounds, 0.079% hits; P22694+P31323; AID 504700; activation, % at 11.4 µM;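 active = activation above a cutoff set at the mean over all compounds plus 3 SD, cut at about 18% in these data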;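 note: higher means more holoenzyme dissociation and a rise in polarization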
Target sequence (P31323 whole entry, looked up, other chains not shown, the tested form may be a part): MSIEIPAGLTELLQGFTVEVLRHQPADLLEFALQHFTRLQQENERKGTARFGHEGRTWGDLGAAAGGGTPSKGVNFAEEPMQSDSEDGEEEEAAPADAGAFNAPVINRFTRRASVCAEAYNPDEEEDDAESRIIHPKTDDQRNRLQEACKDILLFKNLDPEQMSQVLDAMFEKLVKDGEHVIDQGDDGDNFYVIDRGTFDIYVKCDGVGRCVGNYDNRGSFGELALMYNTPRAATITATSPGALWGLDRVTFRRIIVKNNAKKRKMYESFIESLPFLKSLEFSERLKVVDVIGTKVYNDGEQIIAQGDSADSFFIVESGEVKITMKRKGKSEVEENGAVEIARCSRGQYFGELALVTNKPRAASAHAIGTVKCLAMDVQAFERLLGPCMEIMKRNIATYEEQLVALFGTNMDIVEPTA
C-LANA FP: inhibitors of KSHV LANA C-terminal domain DNA binding; 340,000 compounds, 0.078% hits; MBP-C-LANA/FAM-LBS DNA binding, fluorescence polarization; inhibition, % at 9 µM;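 active = highest replicate inhibition at or above 60% at 9 µM, even if other replicates fall short; inactive = all replicates below 60% inhibition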;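 note: 0% = neutral control wells and 100% = 4 µM acridine orange control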
CAL PDZ FP-1: blocks peptide binding to the human CAL PDZ domain; purified CAL PDZ, TMR-peptide fluorescence polarization, 1 h; inhibition, % at 24.9 µM; 300,000 compounds, 0.92% hits; AID 602252;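 active = mean inhibition of at least 30% with at least half of replicates also reaching 30%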;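 note: 0% = DMSO neutral control and 100% = excess unlabeled competitor peptide PRC23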
CAL PDZ FP-2: human CAL PDZ-peptide interaction inhibition; 330,000 compounds, 0.02% hits; AID 504414; Q9HD26; purified CAL PDZ, TMR-peptide fluorescence polarization, 1 h; inhibition, % at 20 µM;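 active = highest replicate inhibition of at least 40%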;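 note: plate controls were DMSO neutral control wells for no effect and unlabeled competitor peptide control wells for full effect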
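System: purified tagged CAL PDZ domain construct (CerCALP). Schedule: 1 h incubation at room temperature before polarization reading. Medium: 25 mM sodium phosphate pH 7.4, 150 mM NaCl, TCEP, IgG, Thesit. Read-out: percent inhibition from loss of millipolarization. Measured by: FP readout, S and P plane fluorescence. Probe or stimulus: fluorescent TMR peptide probe.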
SR-BI DiI-HDL act: activators of SR-BI mediated HDL lipid uptake | CHO ldlA[mSR-BI] cells, DiI-HDL uptake fluorescence, 3 h; 100 = double the neutral-control signal | activation, % at 12.5 µM | 320,000 compounds, 0.096% hits;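 active = mean replicate activation of at least 60% and every replicate at or above 60%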;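 note: 0% = median plate neutral-control signal and 100% = twice that signal; values of inactives mirror those of a sister screen read the other way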
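material = CHO ldlA[mSR-BI] cells | medium = Ham's F12 with 0.5% BSA, HEPES 25 mM, pH 7.4 | reagent = fluorescent DiI-HDL, 10 µg/mL final | compound dosing = single-point compound dose | incubation = 3 h, 37 °C | measured by = bottom-read fluorescence, 550/595 nm | measure = HDL uptake via cellular fluorescence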
Rtt109 HAT inh: blocks Candida albicans Rtt109/Vps75 acetyltransferase activity; 330,000 compounds, 0.16% hits; AID 540336; purified Rtt109/Vps75, ThioGlo CoA-SH fluorescence, 4 h; inhibition, % at 34.9 µM;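 active = inhibition of at least 50% in every replicate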
DAGLB inh: blocks human DAGLB lipase activity | inhibition, % at 5.17 µM | Q8NCG7 | HEK293T DAGLB membrane lysate, EnzChek fluorogenic substrate | 340,000 compounds, 0.059% hits | AID 504411; in the data active = inhibition above about 34%;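 note: 0% = enzyme with vehicle and 100% = wells lacking enzyme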
RTF Ca sens inh: cardiac RTF calcium desensitization; P19429+P45379; IANBD-labeled cardiac RTF, Ca2+ fluorescence; inhibition, % at 7.15 µM; 340,000 compounds, 0.12% hits; AID 493244;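 active = inhibition above the mean inhibition of all tested compounds plus 3 SD, cut at about 17% in these data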;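 note: assay run at fixed EC70 calcium of 1.6 mM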
cardiac RTF act: increases calcium sensitivity of human cardiac regulated thin filaments; P19429+P45379; IANBD-labeled TnC RTF fluorescence at EC20 calcium; 0% EC20 calcium, 100% full calcium; activation, % at 7.2 µM; 340,000 compounds, 0.24% hits; AID 493008;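 active = activation above the mean over all tested compounds plus 3 SD, cut at about 30% in these data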;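 note: rise in fluorescence read as greater calcium sensitivity of cardiac thin filaments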
Active calls of the source: *; · = no result given.

SMILES	Keap1-Nrf2 PPI	PKA-R2B act	C-LANA FP	CAL PDZ FP-1	CAL PDZ FP-2	SR-BI DiI-HDL act	Rtt109 HAT inh	DAGLB inh	RTF Ca sens inh	cardiac RTF act
CCc1ccc(OCC(=O)NCCN(C)C)c(Br)c1	0	-4	0.4	-3	-0.5	17	26	4	-7	3
CCN(CCO)c1ccc(N=Nc2cc(C)[nH]n2)cc1	-13	-1	-4.0	6	-0.5	-3	1	12	-1	5
COc1ccc(NC(=O)c2ccc(CNc3c(N4CCCC4)c(=O)c3=O)cc2)cc1Cl	-6	-11	-10	6	-2.4	-35	-1	1	-1	0
COc1ccccc1NC(=O)CC(=O)CSc1nnc(-c2ccc(C)cc2)n1C	-3	3	1.9	-3	-1.1	-23	2	5	-4	-6
COc1ccc(NS(=O)(=O)c2csc(C(N)=O)c2)cc1OC	2	-9	0.1	-1	0.0	11	-4	-1	3	0
CN(C)S(=O)(=O)n1cc(/C=C(\NC(=O)c2ccccc2)C(=O)NCCCN2CCOCC2)c2ccccc21	5	-8	1.0	-2	-2.7	10	-1	-1	-8	-2
O=S(=O)(c1ccc(Cl)nc1)N1CCCC1	-3	7	0.4	-2	-2.5	·	-18	1	-2	-1
O=C1c2ccccc2C(=O)N1CCc1c(-c2[nH]c3ccccc3c2CCN2C(=O)c3ccccc3C2=O)[nH]c2ccccc12	-2	-5	-0.9	-2	-0.4	-15	4	-3	4	2
Cc1c(O)nc(SCC(=O)Nc2cccc(C(F)(F)F)c2)n(-c2ccccc2)c1=O	-2	-4	-0.8	-4	-2.1	9	-5	7	5	-5
COc1cc2oc(=O)ccc2c(OC)c1CC(O)C(C)(C)O (stereo unspecified)	-3	7	1.8	2	-0.8	9	-2	-3	-18	1
CCOC(=O)NNC1CC(=O)N(c2ccccc2)C1=O (stereo unspecified)	0	-10	0.2	-2	-0.3	7	6	-1	13	1
COc1ccccc1-n1c(CNC(=O)c2ccco2)n[nH]c1=S	4	4	1.1	-1	-0.4	21	-4	-3	4	-1
COC(OC)c1ccnc(-c2ccc(OC(=O)c3ccccc3)cc2)n1	0	-5	-0.7	-3	-0.3	16	-4	-6	-2	-3
COc1ccccc1C(=O)Nc1ccc(-c2nnn(CC(=O)NCc3ccco3)n2)cc1	1	-14	0.6	-5	-0.7	-24	8	-1	-7	6
CCOc1ccc(-n2c(=O)[nH]cc(C(=O)Nc3ccc(OC)c(OC)c3)c2=O)cc1	2	-6	-0.3	6	0.3	5	-2	1	0	-2
CCOc1ccccc1CN1CCN(Cc2cccc3c2OCO3)CC1CCO (stereo unspecified)	-2	1	-0.1	0	-2.7	1	1	-1	-9	-3
CCC(C)NC(=O)/C=C1\Sc2ccccc2NC1=O (stereo unspecified)	2	2	1.4	·	-1.0	-9	-4	1	-2	6
Cc1ccnc(SCC(=O)N2CCC(C(N)=O)CC2)n1	-1	-1	0.4	-1	25	-3	-3	1	-4	0
CC1CCc2nn(CC(=O)N3CCN(C(=O)c4ccco4)CC3)cc2C1 (stereo unspecified)	-2	-2	1.3	4	-0.2	8	-5	2	-2	2
CC(C)N(C(=O)Cn1cc(SCC(=O)NCc2ccco2)c2ccccc21)C(C)C	-5	7	-0.3	-2	0.9	-23	2	-1	-3	0
CCOC(=O)c1sc(NC(=O)CN2C(=O)NC3(CC(C)CC(C)(C)C3)C2=O)c(C(=O)OCC)c1C (stereo unspecified)	-2	6	0.6	1	-0.1	-5	-2	-4	-6	-8
C=CCn1cc(C(=O)NCc2ccco2)c(=O)c2cc(S(=O)(=O)N3CCCCCC3)ccc21	-2	-8	-2.3	·	-0.9	11	-9	2	-2	-3
CCSc1nnc(-c2ccc(C)cc2)c2ccccc12	-4	5	0.6	-3	-3.2	-41	4	-10	-7	1
COC(=O)c1ccc(NC(=S)NC2c3ccccc3CC2O)cc1 (stereo unspecified)	-3	·	-0.5	4	-1.2	-14	10	·	·	·
Cc1cc(C(=O)NC(C)c2ccncc2)no1 (stereo unspecified)	-5	-10	0.3	-5	·	42	4	1	0	3

Some values from the entries so far.
Under CAL PDZ FP-1, O=S(=O)(c1ccc(Cl)nc1)N1CCCC1 is listed with -2
Under RTF Ca sens inh, COc1cc2oc(=O)ccc2c(OC)c1CC(O)C(C)(C)O (stereo unspecified) is listed with -18
Under Rtt109 HAT inh, CCN(CCO)c1ccc(N=Nc2cc(C)[nH]n2)cc1 is listed with 1
Under CAL PDZ FP-1, Cc1c(O)nc(SCC(=O)Nc2cccc(C(F)(F)F)c2)n(-c2ccccc2)c1=O is listed with -4

(more compounds)
SMILES	Keap1-Nrf2 PPI	PKA-R2B act	C-LANA FP	CAL PDZ FP-1	CAL PDZ FP-2	SR-BI DiI-HDL act	Rtt109 HAT inh	DAGLB inh	RTF Ca sens inh	cardiac RTF act
O=C(O)/C=C\C(=O)Nc1ccccc1F	-1	-1	-0.1	0	1.1	19	4	-1	-14	-1
OC(COCC1COc2ccccc2O1)CN1CCN(c2ccccc2F)CC1 (stereo unspecified)	2	-5	2.5	-3	-0.7	-11	5	-2	3	-5
CCn1c(=O)cc(OCC(=O)N2CCN(c3ccc(F)cc3)CC2)c2ccccc21	-4	-5	-2.0	-8	-0.2	-21	2	1	-23	1
COc1ccccc1C1c2[nH]c3ccccc3c2CCN1Cc1ccc(NC(C)=O)s1 (stereo unspecified)	-7	6	0.1	-3	2.8	·	5	4	0	-6
O=C(Nc1ccc(NC(=O)c2cccs2)cn1)c1ccccc1	-5	1	-0.2	5	-0.8	-16	0	0	-16	-2
CC(N=Cc1c(O)c2ccccc2oc1=O)C(=O)O (stereo unspecified)	0	4	1.0	-4	-0.6	·	3	0	-7	10
COc1ccc(OC)c(S(=O)(=O)N2CCCC(C(=O)NCc3cccnc3)C2)c1 (stereo unspecified)	-3	-6	-3.0	-4	-1.7	·	-12	-3	-5	-1
Cc1cc(C)n(C(=O)CNC(=O)CCc2ccccc2)n1	-1	0	-0.2	-2	0.4	31	-2	1	5	3
Nn1c(CSc2ccccn2)nc2ccccc2c1=O	-3	-4	0.2	-3	0.6	11	-3	-3	1	0
O=C(CSc1ncn[nH]1)NCCCc1ccccc1	-5	-4	0.4	-1	0.3	4	-1	0	-4	6
CCOC(=O)c1c(C)[nH]c(N=Nc2ccc(OC)cc2)c1C	-3	-16	-0.7	-3	-0.5	-58	5	0	0	-1
COc1cc(Cl)c(C)cc1NC(=O)c1ccc(NS(=O)(=O)c2ccc(F)c(F)c2)cc1	-3	-9	0.3	-3	-1.9	-47	·	-3	-14	-14
Cc1noc(C)c1NC(=O)N(C)C[C@H]1Oc2c(NC(=O)NC(C)C)cccc2C(=O)N([C@H](C)CO)C[C@@H]1C	-2	3	-2.4	-2	0.1	8	-5	1	-7	5
CN(C)C(CNC(=O)CSc1nc2sc3c(c2c(=O)n1C)CCC3)c1ccccc1 (stereo unspecified)	-7	-3	-1.5	-4	-2.7	-11	4	3	-8	3
CC(C)[C@H](NC(N)=O)C(=O)Nc1cccc(S(=O)(=O)N2CCOCC2)c1	-4	-6	1.4	·	-0.6	17	0	0	-4	3
CCn1c(=O)c([N+](=O)[O-])c(NCCc2ccc(OC)c(OC)c2)c2ccccc21	-4	7	-0.3	-5	-2.8	22	18	1	-9	3
Cc1ccc(S(=O)(=O)NCCSc2nnnn2-c2ccccc2)cc1	9	-6	-1.1	7	-1.7	30	5	3	-1	3
CSCCC(NC(=O)c1ccccc1)C(=O)NCCc1ccccc1 (stereo unspecified)	0	0	-0.7	-3	0.2	8	-3	0	-11	-3
Cc1ccc(Nc2nc(-c3ccc(S(=O)(=O)N4CCOCC4)cc3)cs2)cc1Cl	-1	-11	2.6	-2	-0.1	-67	1	0	6	1
Clc1ccc(-c2cc(C3CCNCC3)[nH]n2)cc1	0	-1	-1.2	-3	0.1	5	-1	1	-11	2
CCOC(=O)/C(N=Nc1c(Br)cc(Br)cc1Br)=C(\C)O	-5	-3	-0.7	-5	·	-39	1	-7	-2	-1
CCC(C)N(CCNC(=O)c1ccc2c(c1)NC(=O)c1ccccc1S2)C1CCCCC1 (stereo unspecified)	-1	-1	2.3	-8	-7.3	9	13	1	-1	-3
CC(CCc1ccccc1)NC(=O)Cn1cccc1C(=O)c1ccccc1 (stereo unspecified)	2	11	-0.8	-5	-0.4	0	5	-3	-5	0
COc1ccc(C2c3[nH]c4ccccc4c3CCN2C(=O)c2cc3ncccn3n2)c(F)c1 (stereo unspecified)	-4	-7	1.2	-1	-1.1	-34	5	0	-10	6
Cc1cc(S(=O)(=O)N2CCN=C2c2ccccc2)c(Cl)cc1Cl	1	11	-1.6	-10	0.3	-8	-1	2	9	-1

Nothing new here: 2 of the compounds above.
SMILES	Keap1-Nrf2 PPI	PKA-R2B act	C-LANA FP	CAL PDZ FP-1	CAL PDZ FP-2	SR-BI DiI-HDL act	Rtt109 HAT inh	DAGLB inh	RTF Ca sens inh	cardiac RTF act
Clc1ccc(-c2cc(C3CCNCC3)[nH]n2)cc1	0	-1	-1.2	-3	0.1	5	-1	1	-11	2
CCOC(=O)/C(N=Nc1c(Br)cc(Br)cc1Br)=C(\C)O	-5	-3	-0.7	-5	·	-39	1	-7	-2	-1

Other entries follow.
SMILES	Keap1-Nrf2 PPI	PKA-R2B act	C-LANA FP	CAL PDZ FP-1	CAL PDZ FP-2	SR-BI DiI-HDL act	Rtt109 HAT inh	DAGLB inh	RTF Ca sens inh	cardiac RTF act
CC(/C=C/c1ccc2c(c1)OCO2)=N/NC(=O)c1ccncc1	3	2	-2.9	·	-0.6	-6	-2	-1	-10	0
CC(C)c1nc2c(s1)CCc1onc(-c3cccc([N+](=O)[O-])c3)c1-2	-2	11	0.9	-1	1.1	-31	-5	-21	8	2
CCN(CC)CC(O)CNc1ccnc2c(Cl)ccc(Cl)c12 (stereo unspecified)	0	-9	1.3	-2	-0.8	4	8	2	-2	-2
N/C(=N\OS(=O)(=O)c1ccccc1)c1ccccn1	-4	-5	-1.6	0	0.4	14	-2	-2	-14	0
CCOC(=O)C1=C(CN2CCN(C(=O)c3ccco3)CC2)NC(=O)NC1c1ccccc1 (stereo unspecified)	-7	-3	-1.3	-7	-0.1	-41	-1	2	-6	0
CN(C)CCNc1c(N)c(=O)oc2ccccc12	3	7	-0.5	0	1.6	13	-5	0	-6	1
CC(C)N(C)S(=O)(=O)c1ccc(NC(=O)C2=COCCO2)cc1	-7	-8	-0.3	0	-3.7	·	·	0	1	0
O=C1CS/C(=C\S(=O)(=O)c2ccc(Cl)cc2)N1	-9	-11	-1.5	-8	-3.3	-8	-6	1	-7	1
CC(C)c1ccc(/C=C2\SC(=S)N(CCC(=O)NCCCn3ccnc3)C2=O)cc1	1	-8	-0.4	-4	-2.5	-9	6	3	6	-8
O=C(CC(NS(=O)(=O)c1ccc(Cl)cc1)c1ccco1)NC1CCCC1 (stereo unspecified)	1	11	-1.0	0	-0.4	9	10	0	-3	5

Bioassay records from PubChem.
